# Screens as filed in PubChem.
# PrPC TRFRET – cell surface PrPC inhibition, primary TR-FRET screen | P04156 | TR-FRET read-out | inhibition, % at 13.8 µM | 370,000 compounds, 0.43% hits; in the data active means inhibition above about 24%; further: 0% = median of the test wells and 100% = reference compound wells
# FBA Mtb inh – Mtb fructose-bisphosphate aldolase inhibition | P9WQA3 | purified M. tuberculosis FBA, fluorescence read-out | inhibition, % at 1 µM | 360,000 compounds, 2.3% hits; in the data active means inhibition above about 27%;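 further: 0% = vehicle and 100% = reference inhibitor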
# Target sequence (P9WQA3 whole entry, looked up): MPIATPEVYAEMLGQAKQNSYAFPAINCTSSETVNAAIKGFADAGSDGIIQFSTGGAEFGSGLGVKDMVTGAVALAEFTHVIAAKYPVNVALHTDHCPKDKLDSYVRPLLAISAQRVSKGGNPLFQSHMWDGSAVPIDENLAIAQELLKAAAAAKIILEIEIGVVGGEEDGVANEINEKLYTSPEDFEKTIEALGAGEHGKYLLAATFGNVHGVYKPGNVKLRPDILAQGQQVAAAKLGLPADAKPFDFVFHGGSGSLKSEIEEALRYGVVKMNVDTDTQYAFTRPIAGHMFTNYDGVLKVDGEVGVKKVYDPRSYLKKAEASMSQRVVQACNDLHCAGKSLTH
# FadD28 FP inh – blocks FadD28 binding to the bisubstrate probe. fluorescence polarization. inhibition, % at 12.5 µM. 360,000 compounds, 0.22% hits. AID 588549; in the data active means inhibition above about 8.5%, passing the limit was not always enough; inconclusive means no clear call, values can overlap the other calls
# UGM FP inh – blocks M. tuberculosis UGM enzyme; 320,000 compounds, 0.06% hits; AID 504406; purified UGM, fluorescence polarization probe displacement; P9WIQ1; inhibition, % at 10 µM; in the data active means inhibition above about 10%, passing the limit was not always enough; inconclusive means no clear call, values can overlap the other calls
# Target sequence (P9WIQ1 whole entry, looked up): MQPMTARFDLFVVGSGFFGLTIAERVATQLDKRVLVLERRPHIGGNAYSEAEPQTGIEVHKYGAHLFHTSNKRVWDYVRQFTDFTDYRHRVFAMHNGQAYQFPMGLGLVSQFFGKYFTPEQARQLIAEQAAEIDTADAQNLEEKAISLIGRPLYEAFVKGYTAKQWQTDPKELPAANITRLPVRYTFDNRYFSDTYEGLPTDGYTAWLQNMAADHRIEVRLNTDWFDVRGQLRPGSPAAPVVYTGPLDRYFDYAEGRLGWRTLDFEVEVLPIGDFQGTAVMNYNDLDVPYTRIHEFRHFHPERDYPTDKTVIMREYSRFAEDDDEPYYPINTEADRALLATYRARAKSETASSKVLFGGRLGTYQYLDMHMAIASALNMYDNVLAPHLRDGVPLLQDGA
# Rv3671c inh – Rv3671c (M. tuberculosis) protease inhibition. P9WHR9. inhibition, % at 5.96 µM. 320,000 compounds, 0.048% hits. AID 2606; in the data active means inhibition above about 38%;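 further: extracellular domain of Rv3671c used as enzyme; 0% = enzyme with DMSO and 100% = no enzyme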
# BioA inh – blocks M. tuberculosis BioA enzyme activity | purified M. tuberculosis BioA enzyme, plate reader | inhibition, % at 9.99 µM | 360,000 compounds, 0.096% hits; in the data active means inhibition above about 40%; inconclusive means no clear call, values can overlap the other calls
# BoNT-F LC inh – BoNT F light chain protease inhibition; Multiplex microsphere protease cleavage assay, flow cytometry; 360,000 compounds, 0.22% hits; AID 588497; inhibition, % at 10 µM; in the data active means inhibition above about 35%, passing the limit was not always enough; inconclusive means no clear call, values can overlap the other calls; further: plate controls were buffer without enzyme for full effect and enzyme alone for no effect
# MazF activator – increases E. coli MazEF RNase cleavage of RNA. P0AE70. FAM/BHQ RNA-DNA oligo cleavage fluorescence, 5 h. activation, % at 20 µM. 350,000 compounds, 0.32% hits. AID 504720; in the data active means activation above about 50%
# Target sequence (P0AE70 whole entry, looked up): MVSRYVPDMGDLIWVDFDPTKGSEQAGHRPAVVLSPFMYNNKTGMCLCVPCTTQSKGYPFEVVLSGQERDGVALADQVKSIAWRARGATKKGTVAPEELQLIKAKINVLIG
# GDH-TPI counter – counter-screen for M. tuberculosis FBA inhibitors: GDH-TPI coupled enzymes. AID 588335. inhibition, % at 4.8 µM. GDH-TPI coupled enzyme counterscreen, NADH absorbance. 360,000 compounds, 1.2% hits; in the data active means inhibition above about 30%;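 further: 0% = DMSO wells and 100% = wells lacking the enzyme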
# Starred values were filed as active, the others as inactive; ? = inconclusive; . = not tested or not shown; & = joins results of further samples.
# Each structure is followed by: PrPC TRFRET, FBA Mtb inh, FadD28 FP inh, UGM FP inh, Rv3671c inh, BioA inh, BoNT-F LC inh, MazF activator, GDH-TPI counter
1. COc1ccc(CNC(=O)C2CCCN(S(=O)(=O)c3cnc[nH]3)C2)cc1 (stereo not given)
    -2, 2, -0.1, -0.5, -1, -1.7, -10, 9, 12
2. C/C(=N\NC(=O)c1nn(C)c(C)c1Br)c1ccc(NC(=O)c2ccc(C)s2)cc1
    4, -7, -1.8, 0.6, -9, ., -5, -4, 0
3. Cc1ccnc(NC(=O)c2sc3ccccc3c2Cl)c1
    -4, 2, 2.1, -0.2, -9, ., -3, -3, 5
4. CC(C)NC(=O)Nc1ccc2c(c1)C(=O)N([C@H](C)CO)C[C@H](C)[C@@H](CN(C)S(C)(=O)=O)O2
    2, 3, 2.1, 4.3, -8, 0.5&0.2, -10, 5, -12
5. O=C(Nc1ccc(O)c2c(=O)cc(-c3ccccc3Cl)oc12)c1ccc(Cl)cc1Cl
    0, 3, 0.0, 1.6, 5, -4.8, -1, 3, 12
6. Cc1cc(C)c2cc(C#N)c(NCCCNC(=O)CCC(=O)O)nc2c1
    1, 42*, -1.0, 4.7, 6, 1.2, 2, 2, 12
7. O=[N+]([O-])c1cc(S(=O)(=O)O)cc([N+](=O)[O-])c1NN(c1ccccc1)c1ccccc1
    -10, -1, 3.1, 1.4, -7, -1.2, 4, 0, 10
8. CC(=O)N(Cc1ccccc1)c1nc(-c2ccccc2)cs1
    4, 0, -2.1, 1.2, -14, ., -7, 0, 4
9. S=c1[nH]nc(Cc2ccc(Cl)cc2)n1-c1ccc2c(c1)OCCO2
    2, 0, -2.9, 2.0, -4, ., 2, -2, -4
10. COCCCn1c(N)c(C(=O)Nc2ccccc2)c2nc3ccccc3nc21
    2, 4, -6.0, 2.5, 5, -1.7, ?, 16, -1
11. CC(C)(C)OC(=O)N1CCN(C(=O)OCC2c3ccccc3-c3ccccc32)CC1C(=O)O (stereo not given)
    0, 1, -0.4, -2.4, -1, -3.5, 8, -6, 0
12. COC(=O)c1cc2c(cc1N)OCCO2
    -12, 6, 0.1, 0.4, 3, ., -12, 1, 4
13. COc1ccccc1C(=O)Nc1ncc2c(n1)CC(c1ccco1)CC2=O (stereo not given)
    3, 0, -6.0, 0.1, -2, 3.6, 0, 5, 2
14. O=C(NCc1ccco1)c1scc2c1OCCO2
    2, 3, 0.2, 3.3, -4, 1.7, -14, 2, 4
15. CCOC(=O)C1CCCN(CC(O)COCc2ccccc2OC)C1 (stereo not given)
    -5, 2, -0.1, -1.0, -4, 1.0, -6, -1, -1
16. CCOC(=O)c1nnc(-c2ccc(C)cc2)nc1Sc1ccccc1Cl
    3, 6, -1.4, 2.4, -7, -1.1, 0, -2, 13
17. Cn1c(O)c(N=NC(=O)CNC(=O)c2ccccc2)c2ccccc21
    -28, -4, -0.6, 0.9, -6, -2.3, 0, 7, 10
18. COc1ccc(S(=O)(=O)NC(=O)C2(C)CCN2C(=O)c2cccc(F)c2)cc1 (stereo not given)
    -1, -1, -3.3, ., ., -1.4, -2, ., -9
19. O=C(/C=N/NC(=O)c1ccccc1Br)c1ccccc1
    0, 1, -3.1, 1.5, -5, ., 1, 13, 7
20. O=C(O)COCC(=O)NCc1nc(-c2ccc(C(F)(F)F)cc2)no1
    -2, 3, -2.9, 1.1, 4, -3.6, -13, -3, -6
21. CCN(CC)c1ccc(S(=O)(=O)N2CCOCC2)cc1NC(=O)CSc1nnc(N)s1
    8, 3, -0.6, -1.4, -6, -1.3, -4, -11, 4
22. CCN(CC)CCNC(=O)Cn1nc(Cc2ccccc2)c2ccccc2c1=O
    -4, -5, -2.6, 1.8, -7, 2.0, -1, 0, 5
23. O=C(O)c1ccc[nH]c1=S
    1, 6, -0.8, 2.1, -9, 0.5, -1, 3, 0
24. C/C(=N/NC(=O)c1nnn(-c2nonc2N)c1COc1ccccc1)c1ccccc1
    4, 0, -1.0, -0.9, -14, -2.1, 4, -7, 7
25. COc1ccc(CCNC(=O)CSc2nnc3ccc(-c4cccnc4)nn23)cc1
    -15, 3, -2.2, 0.4, -6, -0.5, 2, -1, 8
26. CSc1nc2ccc(NC(=O)C3=NN(c4ccccc4)C(=O)CC3)cc2s1
    5, -3, -0.1, -1.8, -2, ., -11, 3, 6
27. Cc1[nH]nc(-c2ccc(O)cc2O)c1-c1ccc(Cl)cc1
    5, 1, -4.0, 0.9, 6, 10, 0, 9, 4
28. COC(=O)Nc1ccc(S(=O)(=O)N2CCCC(C(=O)NC3CCS(=O)(=O)C3)C2)cc1 (stereo not given)
    -7, -2, 0.5, ., -3, 6.9, -10, 7, 1
29. CN(C)C/C(Cl)=C(\Cl)c1ccccc1
    5, 0, -5.2, 1.2, -1, 0.5, -4, 0, -7
30. CSCCNCc1cn(-c2ccc(F)cc2F)nc1-c1ccccc1C
    5, 2, -4.5, 2.3, 2, 0.0, -5, -5, -7
31. CC(C)n1nc(C(=O)Nc2ccc3c(c2)OCO3)c2ccccc2c1=O
    7, -1, -2.6, -3.6, 2, -1.3, -6, 8, -5
32. Cc1cc(O)c(C(C)C)cc1NC1=NS(=O)(=O)c2ccccc21
    4, 2, -1.8, -0.5, -4, ., -3, 9, 13
33. CCCn1c(=O)n(C)c(=O)c2c(SCC(=O)NC34CC5CC(CC(C5)C3)C4)nc(CC(C)C)nc21
    6, 6, 0.9, -1.6, -4, ., -7, -1, -3
34. Cc1ccc(C)c(OCCC(=O)NCCc2ccc(Cl)cc2)c1
    -6, 0, -0.4, 0.3, 2, -1.2, 0, -2, 0
35. CCS(=O)(=O)c1ccccc1C(=O)NC1CCCc2ccccc21 (stereo not given)
    2, -2, 0.5, 1.9, -1, -2.1, 2, 5, -3
36. C=CC(=O)NC1CC2CCC1(C)C2(C)C (stereo not given)
    4, 5, -0.3, -4.4, 3, -1.2, ?, 0, 9
37. O=C(CCCn1nnnc1CN1CCOCC1)N1CCC(c2ccccc2F)C1 (stereo not given)
    -2, 1, -3.5, ., ., 1.1, 0, 9, -12
38. COc1ccc(CC(=O)c2c(O)cc(O)cc2O)cc1OC
    -8, 1, -2.9, -1.0, -1, -0.8, -17, 1, 22
39. Cc1ccc(/C=C2/NC(=O)[C@H](C)NC2=O)cc1
    -2, -1, ., -0.2, -3, 0.4, -18, -2, 2
40. COc1ccc(-c2nc(Cn3c(SCc4ccccc4F)nc4ccncc43)c(C)o2)cc1
    -7, 3, -4.8, -3.8, -2, 0.4, 2, -5, 16
41. COC(=O)c1cc2ccsc2n1Cc1ccccc1F
    -1, 0, -7.2, -1.3, 6, 1.5, -5, -3, 6
42. O=C(Cn1nc(Cc2cccnc2)c2ccccc2c1=O)N1CCN(C(=O)c2ccco2)CC1
    2, -1, -4.3, -0.3, 5, -0.9, -3, 15, -5
43. Cc1ccccc1-c1noc(-c2cccs2)n1
    0, 3, 0.2, -1.1, 0, -1.7, -2, 1, -2
44. NC(=O)c1sc2cc(C(F)(F)F)cnc2c1-c1ccccc1
    -4, 1, 0.2, -0.7, 4, ., 7, -2, 6
45. Cc1[nH]c2ccccc2c1SCc1nnc(SCc2ccc(Cl)cc2)n1C
    0, 1, -1.5, -1.4, 4, 7.2, -2, 3, -6
46. c1ccc(-c2ccccc2OCCOCCN2CCCCC2)cc1
    -4, 1, -0.2, 0.1, 9, 1.0, -7, 6, 4
47. CC1=CC(C)(C)n2c(O)c(N=N)c3c(C)ccc1c32
    1, -2, -1.9, 1.9, 3, -0.2, -2, 9, 18
48. COC(=O)c1ccc2nc(-c3ccc(F)cc3)c(Cc3ccsc3)n2c1
    2, 4, -8.9, ., ., 2.9, -5, ., .
49. CCCCC(CC)COP(=O)(OCC(CC)CCCC)OCC(CC)CCCC (stereo not given)
    -2, -1, -2.2, 3.3, 13, -0.4, -14, -5, 12
50. O=C1SCCN1N=Cc1ccc([N+](=O)[O-])o1
    -52, 0, -0.1, ., ., 11, -3, -4, 22
51. CCOc1ccc(CC(=O)N/N=C/c2sccc2C)cc1
    2, -1, -4.2, -6.1, ., -1.3, -1, 3, 3
52. COc1ccc(S(=O)(=O)N2CCOCC2)cc1NC(=O)CN1C(=O)NC2(CCC(C)CC2)C1=O (stereo not given)
    -8, 0, 0.0, ., ., 0.0, -10, -2, 8
53. O=S(=O)(c1ccc(Br)cc1)N1CCCN(Cc2ccccc2F)CC1
    -2, 2, -2.6, -1.5, 2, -1.3, 3, -5, -7
54. COc1ccc(C(F)(F)F)cc1N/C=C\c1nnnn1-c1ccc(C)cc1
    2, 2, -1.4, -0.8, -7, ., -11, 1, 17
55. COc1ccc(O)c(CN2CCCC(N3CCN(c4ccc(F)cc4)CC3)C2)c1 (stereo not given)
    -9, -1, -0.3, 3.3, -4, 1.3, 20, 3, -2
56. O=C(CNC(=S)N(Cc1ccccc1)Cc1ccccc1F)NCc1ccc(Cl)cc1
    6, -6, -11, ., ., ., -2, -6, -9
57. CCNS(=O)(=O)c1ccc(C)c(-n2cnnn2)c1C
    6, 6, -1.8, -0.9, -2, -1.6, -12, -3, 9
58. Cc1ccc(CNC(=O)c2cc(S(=O)(=O)N3CCCCC3)ccc2N2CCOCC2)cc1
    15, 1, -0.8, 0.4, -5, -0.8, 1, 6, 6
59. Cc1cccc(NC(N)=S)c1
    2, 0, 1.0, 1.1, 0, -1.5, -7, -2, 12
60. Clc1ccccc1-c1csc(Nc2cccnc2)n1
    -1, -2, -2.8, -2.1, 2, -1.3, ?, -6, -12

# Record cards, as listed above. Order of values: PrPC TRFRET | FBA Mtb inh | FadD28 FP inh | UGM FP inh | Rv3671c inh | BioA inh | BoNT-F LC inh | MazF activator | GDH-TPI counter
# `Cc1cccc(NC(N)=S)c1` is entered as 2 | 0 | 1.0 | 1.1 | 0 | -1.5 | -7 | -2 | 12
# `COC(=O)c1cc2ccsc2n1Cc1ccccc1F` is entered as -1 | 0 | -7.2 | -1.3 | 6 | 1.5 | -5 | -3 | 6
# `COC(=O)c1ccc2nc(-c3ccc(F)cc3)c(Cc3ccsc3)n2c1` is entered as 2 | 4 | -8.9 | . | . | 2.9 | -5 | . | .
# `C/C(=N\NC(=O)c1nn(C)c(C)c1Br)c1ccc(NC(=O)c2ccc(C)s2)cc1` is entered as 4 | -7 | -1.8 | 0.6 | -9 | . | -5 | -4 | 0

# Later entries
61	Cc1ncoc1C(=O)N1CCc2c([nH]c3ccccc23)C1c1ccccc1F (stereo not given)
62	CCCCNC(=O)Cn1c(=O)c2c(ncn2CC)n(Cc2ccccc2)c1=O
63	O=C(COC(=O)Cn1cnc2ccccc21)Nc1cccc([N+](=O)[O-])c1
64	CCCCCCSc1nsc(NC(=O)CCC)n1
65	Cc1ccc(NC2=NC3(CCCCC3)N=C(N)N2)c(C)c1
66	Cc1ccccc1Nc1nc(N)nc(COC(=O)[C@@H](NC(=O)c2c(F)cccc2F)C(C)C)n1

Compound	61	62	63	64	65	66
PrPC TRFRET	-2	6	-6	5	0	-7
FBA Mtb inh	-4	2	0	-1	-2	5
FadD28 FP inh	-3.2	-1.4	-0.9	0.3	-3.1	-0.8
UGM FP inh	-0.8	1.2	-1.0	-1.8	-0.8	-1.5
Rv3671c inh	2	5	8	9	1	5
BioA inh	-0.6	-1.5	-6.2	.	-2.3	1.9
BoNT-F LC inh	-7	-18	-3	-1	-7	-12
MazF activator	-18	16	5	-32	0	-8
GDH-TPI counter	2	4	3	-4	10	5

# Filtered by structure: those above containing a COOH group (4)
6	Cc1cc(C)c2cc(C#N)c(NCCCNC(=O)CCC(=O)O)nc2c1
11	CC(C)(C)OC(=O)N1CCN(C(=O)OCC2c3ccccc3-c3ccccc32)CC1C(=O)O (stereo not given)
20	O=C(O)COCC(=O)NCc1nc(-c2ccc(C(F)(F)F)cc2)no1
23	O=C(O)c1ccc[nH]c1=S

Compound	6	11	20	23
PrPC TRFRET	1	0	-2	1
FBA Mtb inh	42*	1	3	6
FadD28 FP inh	-1.0	-0.4	-2.9	-0.8
UGM FP inh	4.7	-2.4	1.1	2.1
Rv3671c inh	6	-1	4	-9
BioA inh	1.2	-3.5	-3.6	0.5
BoNT-F LC inh	2	8	-13	-1
MazF activator	2	-6	-3	3
GDH-TPI counter	12	0	-6	0
